Tau fluor counter = counter-screen for tau fibril formation inhibitors. actives 0.93% (n = 280,000). Potency, µM (highest dose often 57.7 µM), without a hit: at the highest dose activity change, negative = decrease. tau K18 P301L (four-repeat tau fragment) Alexa594 fluorescence, heparin fibrillization; further: on the % scale 0 is the no-effect control and ±100 the full control effect; nearly all actives have a fitted effect of over 55% in size
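Human K18 P301L tau (15 uM unlabeled plus 0.24 uM Alexa 594-labeled, final) in 100 mM sodium acetate pH 7 was mixed with compound and 20 uM heparin and incubated 6 hr at 37 C.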
Epigenetic derep = epigenetic control regulation, reporter derepression | actives 0.2% (n = 280,000) | AID 1865 | Potency, µM (highest dose often 53.9 µM), for the others: top-dose GFP activation, actives largely listed as activators | murine LDR cells, GFP reporter derepression, 30 h; further: % of control where 0% means no effect; nearly all actives have a fitted effect of over 60% in size
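Murine LDR cells bearing a silenced CMV-driven GFP reporter were exposed to compound for 30 h at 37 C. After PBS washes, GFP-positive cells (20-120 um objects) counted by laser-scanning microplate cytometry.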
GLA spleen mod = inhibitors or activators of human alpha-galactosidase in spleen homogenate; Potency, µM (doses to about 80 µM), without a hit: top-dose activity change, negative = inhibition, most hits filed as inhibitors; AID 2107; actives 0.008% (n = 240,000); human spleen homogenate, 4MU-alpha-Gal fluorescence, 40 min;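 further: 0% = enzyme with vehicle and -100% = no enzyme basal signal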
Target sequence (P06280 32-429 limits assumed): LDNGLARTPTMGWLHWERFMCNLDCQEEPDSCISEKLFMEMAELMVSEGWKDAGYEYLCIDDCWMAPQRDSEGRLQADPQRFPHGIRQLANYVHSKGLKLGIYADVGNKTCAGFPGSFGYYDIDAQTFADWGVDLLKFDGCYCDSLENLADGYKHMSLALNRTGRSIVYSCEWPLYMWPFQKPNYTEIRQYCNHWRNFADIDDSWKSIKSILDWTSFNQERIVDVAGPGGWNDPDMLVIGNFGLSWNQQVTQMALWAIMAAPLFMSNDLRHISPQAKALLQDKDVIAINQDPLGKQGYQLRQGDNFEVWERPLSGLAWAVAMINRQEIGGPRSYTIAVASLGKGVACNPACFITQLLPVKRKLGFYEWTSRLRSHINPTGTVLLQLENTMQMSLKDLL
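Inhibition or activation of alpha-galactosidase in human spleen homogenate is scored by 4-MU fluorescence after 40 min at 37C, pH 5.0, with 1 mM substrate. AC50s come from concentration-response fitted to the Hill equation.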
NPSR antag = antagonists of human neuropeptide S receptor cAMP signaling | Q6W5P4 | CHO-NPSR cells, cAMP TR-FRET, antagonist mode | Potency, µM (series often up to 38.3 µM), for inactives: at the top dose activity change, negative = inhibition, usual class: inhibitors | actives 1% (n = 220,000) | AID 1461; further: on the % scale 0 is the no-effect control and ±100 the full control effect; nearly all actives have a fitted effect of over 50% in size; many of its hits are not listed in these tables
GAA inh = inhibitors of human lysosomal alpha-glucosidase; P10253; purified human GAA, 4-MU-alpha-glucoside fluorescence; Potency, µM (top dose mostly 76.9 µM), for inactives: top-dose activity change, negative = inhibition, most hits filed as inhibitors; actives 0.005% (n = 200,000); AID 1466;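 further: plate controls were uninhibited enzyme wells for no effect and no-enzyme background for full effect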
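Endpoint fluorogenic read: 20 min room-temperature reaction of 4 nM human alpha-glucosidase with 400 uM 4-methylumbelliferyl-alpha-D-pyranoside, pH 5.0, quenched with 1M NaOH/1M glycine pH 10. AC50 from Hill modeling.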
GAA glycogen = GAA glycogen-cleavage inhibition or activation. P10253. recombinant GAA, glycogen substrate, Amplex Red glucose oxidase fluorescence. Potency, µM (series often up to 76.4 µM), without a hit: at the top dose activity change, negative = inhibition, actives largely listed as inhibitors. actives 0.38% (n = 300,000). AID 2100;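 further: 0% = full enzyme reaction and -100% = no-enzyme basal signal; the screen sought inhibitors and activators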
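Recombinant enzyme (4 nM final) with compounds titrated up to 77 uM and bovine liver glycogen (30 ug) in citrate pH 5.0, 0.01% Tween-20, 37 C 40 min. Released glucose detected by Amplex Red/glucose oxidase (Ex 573/Em 610); AC50 from Hill fits.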
ALDH1A1 block = ALDH1A1 (human) enzyme inhibition | actives 7.3% (n = 220,000) | P00352 | Potency, µM (series often up to 75.3 µM), without a hit: at the top dose activity, negative = inhibition, actives largely listed as inhibitors | Purified ALDH1A1, NADH fluorescence, propionaldehyde substrate; active means well fitted inhibition curve with a large enough effect, not every such curve was filed as active; inconclusive means small, poorly fitted or top-dose-only effect, or another doubt; inactive means no such curve, though single readings can be large or run the other way;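 further: plate controls were no enzyme wells and a reference inhibitor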
Target sequence (P00352 whole entry, looked up): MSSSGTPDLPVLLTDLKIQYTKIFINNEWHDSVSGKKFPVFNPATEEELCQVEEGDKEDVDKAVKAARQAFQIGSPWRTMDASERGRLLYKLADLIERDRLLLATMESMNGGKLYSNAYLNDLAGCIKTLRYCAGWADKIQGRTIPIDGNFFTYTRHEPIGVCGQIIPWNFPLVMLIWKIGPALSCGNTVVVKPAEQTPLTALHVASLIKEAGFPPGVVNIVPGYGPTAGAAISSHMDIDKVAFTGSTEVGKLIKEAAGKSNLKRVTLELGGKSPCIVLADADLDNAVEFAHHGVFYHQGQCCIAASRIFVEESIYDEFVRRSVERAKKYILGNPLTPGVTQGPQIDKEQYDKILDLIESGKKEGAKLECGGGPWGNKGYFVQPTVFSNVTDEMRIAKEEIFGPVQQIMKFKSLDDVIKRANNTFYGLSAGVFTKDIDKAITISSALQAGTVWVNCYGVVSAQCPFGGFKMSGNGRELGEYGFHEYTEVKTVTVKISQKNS
GAA spleen mod = inhibits or activates alpha-glucosidase in human spleen homogenate; P10253; Potency, µM (series often up to 79.9 µM), for inactives: at the highest dose activity change, negative = inhibition, usual class: inhibitors; actives 0.006% (n = 240,000); human spleen homogenate, 4-MU-alpha-glucoside fluorescence;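 further: 0% = enzyme with vehicle and -100% = no enzyme basal signal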
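Human spleen homogenate (1 ug) with 4-methylumbelliferyl-alpha-D-glucopyranoside (1 mM final) in 50 mM citrate/phosphate pH 5.0, 0.01% Tween-20; 40 min at 37 C. Stopped at pH 10; 4-MU fluorescence Ex 365/Em 440 nm; AC50 by Hill fit.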
Numbers without * were called inactive; ? = inconclusive; nt = not tested or not shown; [ ] = dose if it differs, or a comment. Unless noted, the call rests on the fitted dose curve; in most records, active means well fitted curve in the direction sought with a large enough effect; inconclusive means small, poorly fitted or top-dose-only effect, or another doubt; inactive means no such curve, though single readings can be large; an effect the other way counts as inactive or inconclusive. Potency means the concentration at half of the fitted maximal effect. Some of the compounds tested; rates above refer to the full screens.

SMILES | Tau fluor counter | Epigenetic derep | GLA spleen mod | NPSR antag | GAA inh | GAA glycogen | ALDH1A1 block | GAA spleen mod
CCN(CC)c1ccc(NC(=O)c2cccc(F)c2)c(C)c1 | -8.1% | -2.3% | -1.5% | -18.7%[46.1 µM] | 0.1% | -6.7% | 6.3% | 0.6%
COC(=O)C1=C(C)N=C2SC(C#N)=C(N)N2C1c1ccc(OCc2ccccc2)cc1 (stereo unspecified) | 7.94µM*[quencher] | 2.8% | 6.8% | -24.0%[46.1 µM] | -9.6% | -14.2% | ? | 5.9%
O=C(NCc1ccc2c(c1)OCO2)c1cccc(F)c1 | -12.0% | -0.9% | 3.8% | 0.4%[7.67 µM] | -5.2% | -3.0% | -1.2% | 0.6%
O=C(OCn1nnc2ccccc2c1=O)c1ccc(S(=O)(=O)N2CCOCC2)cc1 | -9.8% | -0.2% | 7.9% | -20.1%[46.1 µM] | 0.5% | -9.9% | 2.8% | -20.2%
Cc1cc(C=O)c(C)n1-c1cc(C(=O)O)cc(C(=O)O)c1 | 0.7% | -2.8% | -4.8% | 5.0% | ? | 23.2% | -10.8% | -4.3%
COc1ccc(NC(=O)CCSc2cc(C)c3ccccc3n2)cc1 | ? | -1.4% | 0.7% | -14.3%[46.1 µM] | -10.7% | 2.5% | 6.1% | -2.4%
OC1(c2ccc(OC(F)F)cc2)CSC(=Nc2cccnc2)N1Cc1ccco1 (stereo unspecified) | -9.2% | -1.8% | 21.8% | -26.0% | -6.9% | -1.0% | -9.5% | -0.8%
COCCNC(=O)CN1C(=O)NC2(CCCCCC2)C1=O | 0.2% | -1.3% | -0.8% | 17.0% | 5.4% | -8.5% | 0.1% | 0.9%
CCOc1cc2c(cc1C(C)(C)C)NC(=O)CS2 | -7.8% | 1.2% | -1.1% | -4.0%[46.1 µM] | -8.1% | 3.2% | -5.9% | -5.7%
N#Cc1c(-c2ccc(Cl)cc2Cl)nc2n(c1=O)CCS2 | -18.4% | 4.8% | -1.9% | -15.8%[46.1 µM] | -0.4% | 1.4% | -5.8% | -4.7%
C=CCOc1c2ccc(C(=O)NCc3ccc(OC)cc3)cc2nn1C | -15.0% | 0.0% | 4.5% | 5.6%[46.1 µM] | ? | 5.5% | ? | -7.5%
C/C(=N\NC(N)=S)c1cccnc1 | 11.0% | -0.3% | -3.9% | 1.7%[7.67 µM] | nt | -0.3% | nt | 5.6%
COc1ccc(OC)c(C(=O)c2coc3ccc(O)c(CN4CCOCC4)c23)c1 | -10.0% | -1.1% | -17.9% | 19.4%[46.1 µM] | -25.7% | -10.2% | -9.7% | -2.8%
CCOC(=O)c1sc(N(C)C(C)=O)nc1C | -1.9% | -1.1% | 11.8% | 2.1%[46.1 µM] | 3.2% | 4.3% | -9.7% | 0.7%
Cc1c(NC(=O)C(C)OC(=O)COc2ccccc2)c(=O)n(-c2ccccc2)n1C (stereo unspecified) | 3.0% | 3.8% | -0.2% | 9.2% | 3.9% | 9.0% | -6.7% | -5.3%

Of the compounds above, these contain a cyano group.
SMILES | Tau fluor counter | Epigenetic derep | GLA spleen mod | NPSR antag | GAA inh | GAA glycogen | ALDH1A1 block | GAA spleen mod
COC(=O)C1=C(C)N=C2SC(C#N)=C(N)N2C1c1ccc(OCc2ccccc2)cc1 (stereo unspecified) | 7.94µM*[quencher] | 2.8% | 6.8% | -24.0%[46.1 µM] | -9.6% | -14.2% | ? | 5.9%
N#Cc1c(-c2ccc(Cl)cc2Cl)nc2n(c1=O)CCS2 | -18.4% | 4.8% | -1.9% | -15.8%[46.1 µM] | -0.4% | 1.4% | -5.8% | -4.7%

New compounds follow:
SMILES | Tau fluor counter | Epigenetic derep | GLA spleen mod | NPSR antag | GAA inh | GAA glycogen | ALDH1A1 block | GAA spleen mod
O=C1c2ccccc2C(=O)N1n1c(=O)[nH]c2ccccc2c1=O | 0.9% | -0.7% | 3.6% | -9.3%[46.1 µM] | 2.7% | 4.3% | 15.4% | 3.6%
N/C(=N\OC(=O)c1ccccc1Cl)c1cccnc1 | -3.1% | -2.0% | -6.0% | -3.2%[46.1 µM] | 2.0% | -2.5% | -0.6% | -15.7%
COc1ccc(Nc2nc(N)nc(CSC(=S)N3CCN(c4ccccc4)CC3)n2)cc1 | ? | -1.0% | 1.9% | -10.8% | -7.3% | 1.1% | 5.1% | 0.2%
CCCCC1S/C(=N/N=C/c2ccc(OC)cc2)N(Cc2ccc(OC)cc2)C1=O (stereo unspecified) | -11.9% | 1.9% | 5.3% | -21.0%[46.1 µM] | -6.4% | -2.7% | 10.7% | 1.7%
O=C(C1CC2C=CC1C2)N1CCN(c2ccccc2)CC1 (stereo unspecified) | -9.8% | -1.1% | -8.1% | 13.4% | 9.8% | 1.2% | 10.8% | -6.7%
O=C1CNC(=O)/C(=C/c2ccco2)N1 | -9.7% | -0.1% | 3.3% | -7.9% | 1.5% | -10.5% | -1.4% | 3.2%
C=CCNC(=S)NNC(=O)CC12CC3CC(CC(C3)C1)C2 | 4.1% | 0.0% | -6.5% | 7.1% | nt | -15.1% | nt | -6.8%
Cc1ccc(CNC(=O)C2CCCN(S(=O)(=O)c3cnc[nH]3)C2)cc1 (stereo unspecified) | -5.8% | 2.8% | -4.5% | 11.1% | -12.5% | 0.3% | -2.2% | -4.3%
Cc1ccc2c(c1)NC(=O)C(CC(=O)NCCCN1CCN(c3cc(Cl)ccc3C)CC1)O2 (stereo unspecified) | -18.8% | -1.0% | 0.0% | 15.2% | 4.4% | -10.2% | -8.9% | -4.9%
COc1ccccc1NC(=S)NCC1CCCCC1 | -1.8% | 1.3% | -1.6% | -21.5% | -2.1% | -7.8% | 6.9% | 0.9%
COC(=O)Cc1[nH]n(-c2nc3ccccc3s2)c(=O)c1C(C)=Nc1ccc(Cl)cc1 | -4.4% | -1.1% | -8.3% | -7.1% | nt | 2.7% | nt | -2.5%
O=C(Nc1ccc(S(=O)(=O)N2CCc3ccccc3C2)cc1)c1ccccc1 | ? | -2.8% | -10.9% | -9.3%[46.1 µM] | -7.1% | 6.2% | 15.8% | -7.1%
Cc1ccc(CONC(=O)c2ccccc2)cc1 | -8.6% | 1.1% | 8.1% | 12.9% | nt | 3.8% | nt | -17.9%
CCCC(=O)NC(Nc1ccc(S(=O)(=O)Nc2cc(C)on2)cc1)(C(=O)OCC)C(F)(F)F (stereo unspecified) | -9.3% | -1.0% | -9.0% | -25.8%[46.1 µM] | 6.5% | 6.9% | -7.9% | -1.6%
CCOC(=O)c1ccc(NC(=S)NCCCN2CCN(C3CCCCC3)CC2)cc1 | -15.7% | -3.3% | 4.9% | -6.6% | -0.2% | -8.9% | 10.4% | 7.5%
Cn1ccc(=Nc2ccc(NC(=O)c3ccc(N=c4ccn(C)c5ccc([N+](=O)[O-])cc45)cc3)cc2)cc1 | ? | 4.0% | 6.2% | 21.7% | nt | 14.8% | nt | 5.1%
CCCNC(=O)c1nc2ncc(Br)cn2n1 | 0.0% | -6.1% | -13.5% | 9.9%[46.1 µM] | -4.4% | 13.6% | -0.3% | -6.1%
COC(=O)C1C(c2ccccc2)C(C(=O)N2CCN(C)CC2)C1c1ccccc1 (stereo unspecified) | -11.2% | -1.0% | -0.1% | -14.6%[46.1 µM] | -4.1% | -14.2% | 12.3% | -7.2%
O=C(O)c1cccc(C(=O)Nc2cccc(NC(=O)C3CCCO3)c2)c1 (stereo unspecified) | -2.8% | 1.2% | 3.2% | -7.6%[46.1 µM] | 0.0% | -1.8% | 4.0% | -3.8%
CCOC(=O)N1CCN(C(=O)c2ccc(OCC)cc2)CC1 | 7.0%[2.34 µM] | 8.0% | 10.6% | -21.4% | 11.5% | ? | 1.8% | -3.1%
CN(C)S(=O)(=O)c1ccc(C(=O)Nc2ccc(CCC(=O)N3CCCC3)cc2)cc1 | -10.8% | 0.0% | -8.9% | 4.3%[46.1 µM] | -2.0% | 7.2% | 22.4µM* | -7.9%
CCCC/C=C/C(NC(=O)OCc1ccccc1Cl)c1ccccc1 (stereo unspecified) | -6.2% | 0.4% | 6.1% | nt | nt | nt | -5.5% | 7.4%
CCc1ccc(/C=C2\Oc3ccc(C(=O)OC)cc3C2=O)cc1 | -7.6% | 0.0% | 5.7% | -34.0% | -6.5% | 2.4% | 6.7% | -6.0%
CCCCOCCCNS(=O)(=O)c1ccccc1 | 5.6% | -1.9% | -1.3% | 2.6%[46.1 µM] | 0.0% | 2.3% | ? | -9.2%
O=C(OCC(=O)N1CCN(C(=O)c2ccco2)CC1)c1ccccc1OCc1ccccc1 | -1.3% | -1.7% | -2.9% | -11.9%[46.1 µM] | 2.5% | -6.6% | 2.8% | -5.1%
CC(C)CCOc1ccc(C(=O)CCNC(C)C(=O)O)cc1 (stereo unspecified) | 1.8% | 0.9% | -2.1% | -4.2%[46.1 µM] | -0.9% | 0.5% | 0.126µM* | -11.7%
O=C(NCC1CCCCC1)c1cccc(S(=O)(=O)NCc2cccnc2)c1 | 0.3% | -0.2% | 2.1% | -5.9% | 0.1% | -5.9% | ? | -8.9%
CCOC(=O)Nc1sc2c(c1C#N)CCCC2 | -13.7% | -2.9% | 9.3% | -3.0%[46.1 µM] | -12.9% | 0.4% | ? | -12.2%
COC(=O)Cn1c2[n+](c3ccccc31)CC(O)CS2 (stereo unspecified) | -2.7% | 2.3% | -0.5% | -8.2%[46.1 µM] | 1.8% | 3.5% | 3.1% | -3.7%
CCOc1ccccc1NC(=S)NCCc1ccccc1 | -2.0% | -1.5% | -2.1% | -34.3% | -3.1% | -12.3% | -9.5% | -14.8%

Profiles as entered above. Order of screens: Tau fluor counter, Epigenetic derep, GLA spleen mod, NPSR antag, GAA inh, GAA glycogen, ALDH1A1 block, GAA spleen mod
O=C(OCC(=O)N1CCN(C(=O)c2ccco2)CC1)c1ccccc1OCc1ccccc1 is entered as -1.3%, -1.7%, -2.9%, -11.9%[46.1 µM], 2.5%, -6.6%, 2.8%, -5.1%
CCc1ccc(/C=C2\Oc3ccc(C(=O)OC)cc3C2=O)cc1 is entered as -7.6%, 0.0%, 5.7%, -34.0%, -6.5%, 2.4%, 6.7%, -6.0%
COC(=O)C1C(c2ccccc2)C(C(=O)N2CCN(C)CC2)C1c1ccccc1 (stereo unspecified) is entered as -11.2%, -1.0%, -0.1%, -14.6%[46.1 µM], -4.1%, -14.2%, 12.3%, -7.2%

Screens: PubChem BioAssay, National Center for Advancing Translational Sciences (NCATS)
